Source: PubChem BioAssay
GLD-1 TGE inh = GLD-1/TGE RNA complex disruptors, primary screen, biochemical, fluorescence polarization; purified GLD-1 + fluorescein TGE RNA; AID 2280, 2010; inhibition, % at 5.96 µM; 0.44% of 320,000 active;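 active = percent inhibition above a per-plate cutoff, the plate mean of test compounds plus 3 SD, cut at about 30% in these data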;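 note: 0% = DMSO wells with GLD-1 and probe and 100% = wells lacking GLD-1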
ZTA counter = counter-screen for EBNA-1 inhibitors: inhibitors of Epstein-Barr virus ZTA; P03206; ZTA-DNA binding, fluorescence polarization; inhibition, % at 11 µM; 0.15% of 320,000 active; AID 2234; in the data active = inhibition above about 33%
Target sequence (P03206 whole entry, looked up): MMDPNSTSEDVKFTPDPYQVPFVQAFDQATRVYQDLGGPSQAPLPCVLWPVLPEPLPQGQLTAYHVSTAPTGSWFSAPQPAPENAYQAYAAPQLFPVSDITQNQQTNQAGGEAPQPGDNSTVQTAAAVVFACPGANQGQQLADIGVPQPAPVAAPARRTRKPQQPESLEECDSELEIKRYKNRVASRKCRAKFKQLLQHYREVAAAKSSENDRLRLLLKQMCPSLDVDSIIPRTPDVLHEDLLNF
MCL1-BIM inh = inhibitors of MCL1 binding to BIM-BH3, primary screen, biochemical, fluorescence polarization; Induced myeloid leukemia cell differentiation protein Mcl-1 (Homo sapiens), Q07820; GST-MCL1 / FITC-Bim-BH3 fluorescence polarization; inhibition, % at 10.9 µM; 0.68% of 320,000 active; AID 2057, 2009;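 active = inhibition above the mean inhibition of all tested compounds plus 3 SD, set per campaign, cut at about 40% in these data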;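 note: 0% = DMSO wells and 100% = unlabeled Bim-BH3 peptide control; higher means more loss of mP so more displacement of Bim peptide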
Target sequence (Q07820 whole entry, looked up): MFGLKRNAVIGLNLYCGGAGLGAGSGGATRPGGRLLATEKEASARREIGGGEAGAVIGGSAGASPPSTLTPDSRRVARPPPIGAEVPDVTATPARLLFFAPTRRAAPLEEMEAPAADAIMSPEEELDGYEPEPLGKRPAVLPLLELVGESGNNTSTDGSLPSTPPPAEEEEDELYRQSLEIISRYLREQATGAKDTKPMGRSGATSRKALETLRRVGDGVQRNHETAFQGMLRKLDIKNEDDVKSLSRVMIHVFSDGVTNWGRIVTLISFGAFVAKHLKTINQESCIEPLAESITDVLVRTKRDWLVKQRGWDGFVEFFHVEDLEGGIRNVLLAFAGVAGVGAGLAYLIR
Bcl-xL primary = inhibitors of human Bcl-xL, primary screen, biochemical, fluorescence polarization, HTS. Bcl-2-like protein 1 (Homo sapiens), Q07817. GST-Bcl-xL / FITC-Bim BH3 peptide fluorescence polarization. inhibition, % at 10.9 µM. 0.7% of 320,000 active. AID 2129, 2009;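 active = inhibition above the mean of all tested compounds plus 3 SD, cutoff set per campaign, cut at about 30% in these data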;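 note: 0% = DMSO wells and 100% = unlabeled Bim-BH3 peptide competitor; inhibitors lower millipolarization by displacing the labeled peptide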
Target sequence (Q07817 whole entry, looked up): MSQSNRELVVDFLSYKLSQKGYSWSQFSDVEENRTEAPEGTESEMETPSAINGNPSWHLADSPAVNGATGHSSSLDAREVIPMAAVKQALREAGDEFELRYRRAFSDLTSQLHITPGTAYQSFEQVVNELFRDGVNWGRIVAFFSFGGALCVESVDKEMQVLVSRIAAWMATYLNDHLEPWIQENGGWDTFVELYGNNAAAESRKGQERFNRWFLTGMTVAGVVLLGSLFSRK
MEX-5 binding = MEX-5 zinc finger RNA-binding disruptors – biochemical, C. elegans, fluorescence polarization, MLPCN library, primary screen; MEX-5/FITC-TCR2 RNA binding; stronger effect = lower value; AID 1832, 2009; 0.38% of 300,000 active; activity score (negative = inhibition of binding), % at 10 µM;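 active = inhibition past about -25% in most replicates, and total fluorescence under double the plate's negative control median, limit read from the data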;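 note: 0% = DMSO and -100% = 5 µM competing unlabeled TCR2 RNA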
Fam108B counter = mouse Fam108B serine hydrolase inhibitors, primary screen, counter-screen for RBBP9 inhibitor project, biochemical, fluorescence polarization; recombinant Fam108B, FP-Rh probe fluorescence polarization; inhibition, % at 9.51 µM; 0.33% of 300,000 active; AID 1947, 2009;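 active = inhibition above the screen mean inhibition plus 3 SD, computed separately per campaign, cut at about 18% in these data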;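 note: inhibitors lower polarization as less probe binds the enzyme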
Yeast superoxide = reduction of superoxide in aged yeast, primary screen, HTS; 0.18% of 330,000 active; S. cerevisiae aged cells, superoxide DHE fluorescence; stronger effect = lower value; superoxide response (% of plate mean), % at 10 µM;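 active = superoxide response under a set limit, about three screen SD below normal, cut at about 65% in these data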;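 note: yeast aged for seven days with compound at 30 °C before DHE staining; 100% = average MFI of all compound-treated wells on the plate with controls excluded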
EBNA-1 inh = EBNA-1 DNA-binding inhibitors, primary screen, biochemical, fluorescence polarization | inhibition, % at 14.8 µM | 0.34% of 300,000 active; in the data active = inhibition above about 28%
Efflux pump inh = inhibitors of Candida efflux pumps in yeast, primary screen, S. cerevisiae, Nile Red, multiplex. S. cerevisiae Candida pump triplex. inhibition, % at 10 µM. 0.44% of 330,000 active;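 active = plate passing quality check with inhibition over a set limit, or well fluorescence over plate mean plus 4 SD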;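 note: Nile Red retained in pooled yeast measured as flow cytometry median fluorescence; 0% = buffer negative control and 100% = Enniatin B positive control; higher means more Nile Red kept so more efflux inhibition; some compounds called inactive have numbers as strong as hits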
Starred values were filed as active, the others as inactive; / = no result given; + = active, no number.

Structure	GLD-1 TGE inh	MCL1-BIM inh	ZTA counter	Yeast superoxide	Bcl-xL primary	Fam108B counter	Efflux pump inh	EBNA-1 inh	MEX-5 binding
COc1ccc(C(c2nnnn2Cc2cccs2)N2CCN(c3ccccc3F)CC2)cc1OC (stereo not drawn)	1	-3	-2	88	-3	1	0.0	1	1.4
CN(CCCN1CCOCC1)C(=O)c1ccc2nc(Cc3cccc(Cl)c3)oc2c1	4	-7	2	102	-5	-5	0.9	-16	1.7
Cc1ccc(N/C=C(/C#N)c2ccsc2)cc1C	5	6	-4	98	5	4	0.0	9	-1.7
O=C(CCCOc1ccccc1)Nc1nccs1	4	2	1	140	0	2	0.2	1	0.4
O=C(c1ccccc1)N1CCN(c2ccc([N+](=O)[O-])c(N3CCOCC3)c2)CC1	-1	12	-2	95	7	-2	0.2	-6	2.2
CCNC(=O)CN1C(=O)NC2(CCCc3cc(OC)ccc32)C1=O (stereo not drawn)	-2	-3	-24	93	3	4	0.2	-9	0.6
CCc1c(O)nc(SCC(=O)Nc2ccc(OC)cc2)n(C2CCCCC2)c1=O	-2	4	4	97	2	3	0.1	-2	0.0
COc1cc(C#Cc2c(C=O)n(C)c3ccccc23)cc(OC)c1	1	-4	2	101	-1	/	0.1	/	/
CCNc1nc(NC(C)C)nc(N2CC(=O)N(CC(=O)OCC)C2=N)n1	-3	10	18	103	8	6	-0.2	3	0.2
Cn1c2c(c(=O)n(C)c1=O)C(c1ccccc1OC(F)F)C1=C(CCCC1=O)N2 (stereo not drawn)	0	-4	7	96	2	1	-0.1	12	1.4
O=C(Nc1ccccc1)c1ccc2c(c1)OCCCO2	-4	3	-8	91	3	5	0.1	-6	-2.5
O=C1CC(c2ccc(F)cc2)Cc2nc(N3CCOCC3)ncc21 (stereo not drawn)	3	7	5	105	3	-4	0.0	-8	0.9
O=C(CCc1nc2ccccc2[nH]c1=O)OCC(=O)c1ccc(Cl)cc1	-6	4	-8	125	6	-3	-0.1	5	-0.9
CC(=O)Nc1ccccc1Nc1cc(C#N)c(C#N)cc1[N+](=O)[O-]	-3	0	-12	110	12	-1	0.1	-2	-0.9
COc1ccc(C(=O)CSc2nnnn2C)c(OC)c1	7	7	-1	99	2	0	0.1	5	0.5
COc1cccc(C(=O)NNC(=O)C2CCCO2)c1 (stereo not drawn)	9	8	1	95	9	0	0.1	-15	-0.4
COC(=O)c1cc(/C=C/c2ccccc2)[nH]n1	-7	6	3	99	1	-1	-0.1	-5	0.0
Cc1ccc2nc(-c3ccc(NC(=S)NC(=O)CC(C)C)cc3)sc2c1	-5	7	9	103	3	3	-0.1	5	-0.8
CN(C)c1nc2n(c(=S)n1)CCS2	5	2	10	87	0	-3	0.1	16	-1.0
CCOc1ccc2nc3cc(NCc4ccc(OC)cc4)ccc3c(N)c2c1	-41	+	101*	114	184*	24*	-0.1	13	-33*
O=C(/C(N=Nc1cccc(C(F)(F)F)c1)=C(/O)c1cccs1)C(F)(F)F	3	5	0	99	3	5	0.1	-5	-0.9
COc1ccc(OC)c(-c2csc(NC(=O)c3ccc(OCC4CCCO4)cc3)n2)c1 (stereo not drawn)	0	0	-14	108	1	-8	-0.1	14	-3.4
CCOC(=O)CSc1nnnn1-c1cccc2ccccc12	1	2	12	105	2	3	0.1	-14	0.3
CC(=O)c1cnc(SCC(=O)O)nc1C	-1	2	4	94	1	2	-0.2	0	0.1
CCOC(=O)c1cnc2ccccc2c1Nc1ccc2c(c1)OCCO2	3	-1	-5	115	2	2	0.1	-18	2.5
COc1ccc(C(=O)Nc2cc(OC)ccc2OC)cc1	0	-5	6	104	-1	2	0.1	-2	1.3
O=[N+]([O-])c1ccccc1N/N=C1\CC2CC=CC12 (stereo not drawn)	3	3	4	93	4	3	0.1	16	0.2
CN(CC1CCCCO1)C(=O)c1cc(COc2ccc(F)cc2Cl)on1 (stereo not drawn)	-2	7	-7	99	5	5	0.0	5	0.5
O=C(COC(=O)c1cc(=O)[nH]c2ccccc12)NCc1ccc(Cl)cc1	3	5	3	93	0	/	-0.1	/	/
COc1cccc(C(c2nnnn2CC2CCCO2)N2CCN(C(=O)c3ccco3)CC2)c1OC (stereo not drawn)	0	6	-15	96	5	0	0.0	-8	-3.4
COc1ccc(N2C(=O)NC(NC(=O)c3ccncc3)(C(F)(F)F)C2=O)cc1 (stereo not drawn)	2	3	5	101	0	-3	0.1	0	0.6
Cc1ccc(CC(=O)NC2CCCc3ccccc32)cc1C (stereo not drawn)	10	-10	15	100	-1	1	0.0	9	2.4
Cn1nnnc1SCC(=O)Nc1ccc(Oc2ccc(Cl)cc2)cc1	1	1	-13	84	1	4	0.1	-6	-1.8
Cc1ccnc(NC(=O)C23CC4CC(CC(C4)C2)C3)c1	3	-3	25	108	4	2	0.2	-11	0.9
OCCN(Cc1ccccc1)Cc1ccc(C(F)(F)F)cc1	1	1	-5	102	6	4	-0.2	8	0.3
COc1ccc(N)cc1NC(=O)CN1CCCC1	-8	1	-2	98	3	1	-0.1	-6	-3.4
Cc1ccc(C(=O)CN2/C(=C(\O)c3ccccc3)C(=O)c3ccccc3S2(=O)=O)c(C)c1	-4	13	1	89	10	-4	-0.2	19	-1.1
CSc1ccccc1NC(=O)CN1CCN(Cc2ccccc2)CC1	2	-2	-22	101	7	-5	-0.1	1	0.7
Cn1c(=O)c2c(nc(SCCCC#N)n2Cc2c(F)cccc2Cl)n(C)c1=O	-4	3	1	95	2	3	0.1	2	-1.6
CNc1ccccc1C(=O)OCC(=O)Nc1ccc2c(c1)OCO2	7	2	0	88	-2	5	-0.1	-11	-2.6
CC(Oc1ccccc1)C(=O)Nc1nnc(S(=O)(=O)Nc2ccccc2)s1 (stereo not drawn)	2	7	-3	95	4	0	-0.2	7	-0.5
COc1ccccc1CNC(=O)[C@H](NC(=O)C1CCN(C(=O)[C@@H](N)CCSC)CC1)C(C)C	-2	5	9	96	4	4	0.1	2	-1.2
CC1(C)CN(c2ccccc2)N(C(=O)c2ccc(F)cc2)C1=O	4	3	1	77	1	0	0.0	11	-0.2
O=C(NCCCn1ccnc1)c1cc(Cl)cc(Cl)c1	8	-1	-2	86	2	-4	0.0	2	2.6
O=C(NCCN1CCOCC1)c1cc(-c2cccc(Cl)c2)on1	0	1	6	102	3	3	-0.1	-2	1.9
CCc1ccc(C2NC(=S)NC3=C2C(=O)N(c2ccccc2OC)C(c2ccc(CC)cc2)N3)cc1 (stereo not drawn)	1	8	19	99	5	-1	0.5	-1	0.1
NNC(=S)NCc1ccccc1	-9	3	3	97	1	2	0.1	-7	1.8
COc1ccc(S(=O)(=O)CCC(=O)N2CCN(c3ccc(F)cc3)CC2)cc1	-3	6	2	97	1	0	0.0	-5	1.3
CCCc1nnc(NC(=O)CCS(=O)(=O)Cc2ccccc2)s1	-2	-6	7	104	-1	0	0.1	5	0.5
COC(=O)c1cccc(NC(N)=S)c1	5	10	-1	87	5	1	-0.1	2	1.1
O=C(CN1C(=O)c2ccc([N+](=O)[O-])cc2C1=O)Nc1nccs1	8	0	-8	97	6	14	-0.1	-1	-0.7
CCN=c1scc(-c2ccco2)n1/N=C/c1ccc(OC)c(O)c1	-2	0	-14	105	-2	9	0.1	-9	2.1
O=c1c2ccccc2nc(SCc2nnc(-c3ccccc3Br)o2)n1Cc1ccco1	1	3	-11	90	6	-5	0.0	-8	-1.4
CCOC(=O)c1cccc(P(=O)(C(C)(C)C)C(C)(C)C)c1	-3	7	-11	90	8	3	0.0	-5	1.3
CCSc1oc(-c2cccs2)nc1S(=O)(=O)c1ccccc1	4	0	6	99	0	6	0.1	-13	0.5
CC1CCCN1CC#CC(O)(c1ccccc1)c1ccccc1 (stereo not drawn)	1	2	-9	108	1	-4	0.2	-10	2.5
CCc1ccc(Nc2nnc(SCC(=O)NC(=O)c3cccn3C)s2)cc1	0	0	11	104	4	-4	-0.1	11	-1.9
COC/C=C/C1=CC2=CC(=O)C(C)(OC(=O)C3CCCC3)C(=O)C2=CO1 (stereo not drawn)	20	26	19	93	14	2	-0.1	9	-2.6
CCN(CC)S(=O)(=O)c1cc(-c2nnc(-c3ccc(Br)cc3)o2)ccc1Cl	0	1	6	114	2	-9	0.4	-7	-1.3
CCn1c(SCC(=O)NCc2ccccc2)nnc1-c1c[nH]c2ccccc12	2	8	-1	90	1	-2	-0.1	3	-0.1
COc1ccc(OCCCC(=O)Nc2ncn[nH]2)cc1	2	1	-5	97	2	-2	-0.1	4	-2.0
Cc1ccc(N(Cc2cc3ccccc3[nH]c2=O)C(=O)c2cccs2)cc1C	2	5	-14	90	1	-1	0.1	-6	-1.2
O=C(c1ccc(Cl)c(S(=O)(=O)N2CCCCC2)c1)N1CCCC1	-3	8	-24	114	2	0	0.0	-10	0.8
